Screens as filed in PubChem BioAssay.
Bim-Bfl-1: disrupts Bim binding to human Bfl-1 | Bead-based flow cytometry, Bim-Bfl-1 binding inhibition | AID 1008 | inhibition, % at 10 µM | Q16548 | hit rate 0.12% among 190,000;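 also: 0% = wells without compound plus tracer and 100% = blocker peptide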
GSH bead fluor: GSH bead compound fluorescence profile. GSH beads flow cytometry, compound fluorescence 488/530 nm; active compounds read high. fluorescence (KMESF) at 10 µM. hit rate 0.25% among 190,000; in the data active = fluorescence above about 89;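 also: glutathione beads carrying GST-tagged Bcl family fusion proteins plus one bare bead set; values are compound well signal with DMSO vehicle wells as background; inactives centre near 16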
Bim-Bcl-W: human Bim-Bcl-W interaction inhibition. bead-based flow cytometry, Bim peptide-Bcl-W binding. AID 952. inhibition, % at 10 µM. hit rate 0.02% among 190,000;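 also: 0% = bound tracer without compound and 100% = peptide blocker; higher means less fluorescent Bim peptide bound to Bcl-W beads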
Target sequence (Q92843 whole entry, looked up): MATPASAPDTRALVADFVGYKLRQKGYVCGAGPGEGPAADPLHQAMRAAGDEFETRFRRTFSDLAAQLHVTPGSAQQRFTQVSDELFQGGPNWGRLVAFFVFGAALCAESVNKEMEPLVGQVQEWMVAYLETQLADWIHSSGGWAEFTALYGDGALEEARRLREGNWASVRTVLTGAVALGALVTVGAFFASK
Bim-Bcl-B: inhibitors of Bim-Bcl-B interaction, human | bead-based flow cytometry, Bim peptide-Bcl-B binding | inhibition, % at 10 µM | hit rate 0.073% among 190,000 | AID 951;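 also: 0% = tracer peptide without compound and 100% = reference inhibitor peptide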
ABCG2 inh: inhibitors of human ABCG2 transporter, ABCB1 counter-screen; IgMXP3 cells, JC-1 efflux, flow cytometry; hit rate 0.1% among 190,000; AID 1325; Q9UNQ0; inhibition, % at 6.6 µM;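 active = inhibition above 80%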;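 also: 0% = DMSO and 100% = nicardipine control wells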
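Test system: IgMXP3 (ABCG2) plus far-red-tagged CCRF-Adr (ABCB1) cells / Amount: 3 million cells/mL in well / Reagent: JC-1 transporter substrate / Timing: 10 min compound exposure, 25 °C / Signal: flow cytometry, 530 nm JC-1 signal / Read-out: percent efflux inhibition, scaled nicardipine 100% to DMSO 0% / Benchmarks: nicardipine as high control, DMSO as low control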
RGS8-Gao reg: human RGS8-Galphao interaction regulation. P09471. multiplexed bead flow cytometry, RGS8-Galphao binding; actives lie on both sides. response (percent of control binding), % at 10 µM. hit rate 0.34% among 220,000. AID 1423; in the data active = response below about 60% or above about 140%; inactive = in between;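 also: Galphao activated as the GDP aluminium fluoride complex binding bead-coupled RGS8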
Target sequence (P09471 whole entry, looked up): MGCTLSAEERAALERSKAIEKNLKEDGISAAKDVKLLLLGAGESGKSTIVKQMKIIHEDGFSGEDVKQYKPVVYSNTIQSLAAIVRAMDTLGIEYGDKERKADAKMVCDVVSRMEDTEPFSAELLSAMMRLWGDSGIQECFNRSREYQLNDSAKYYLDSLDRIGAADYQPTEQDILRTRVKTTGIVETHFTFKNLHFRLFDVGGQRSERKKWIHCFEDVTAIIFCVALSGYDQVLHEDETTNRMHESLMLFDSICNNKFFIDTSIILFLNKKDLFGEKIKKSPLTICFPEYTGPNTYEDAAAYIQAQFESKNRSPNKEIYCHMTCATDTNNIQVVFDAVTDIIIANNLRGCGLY
RGS7-Gao reg: human RGS7-Galphao interaction regulation; Multiplexed bead flow cytometry, RGS7-Galphao binding; actives lie on both sides; hit rate 0.35% among 220,000; binding response (% of control), % at 10 µM; in the data active = binding response below about 49% or above about 150%; inconclusive = no clear call, values can overlap the other calls; inactive = in between;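 also: fluorescent Galphao held in activated GDP-AlF4 state binding bead-coupled RGS7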
ABCB1 inh: blocks JC-1 efflux by human ABCB1 transporter; CCRF-Adr cells, flow cytometry; P08183; inhibition, % at 6.6 µM; hit rate 0.067% among 190,000; in the data active = inhibition above about 40%;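 also: 0% = vehicle and 100% = reference inhibitor; higher value means more JC-1 retained so stronger ABCB1 efflux block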
Bim-Bcl-XL: human Bim-Bcl-XL interaction inhibition; Bim peptide-Bcl-XL binding, bead flow cytometry, fluorescence; inhibition, % at 10 µM; hit rate 0.04% among 190,000; AID 1007
Target sequence (Q07817 whole entry, looked up): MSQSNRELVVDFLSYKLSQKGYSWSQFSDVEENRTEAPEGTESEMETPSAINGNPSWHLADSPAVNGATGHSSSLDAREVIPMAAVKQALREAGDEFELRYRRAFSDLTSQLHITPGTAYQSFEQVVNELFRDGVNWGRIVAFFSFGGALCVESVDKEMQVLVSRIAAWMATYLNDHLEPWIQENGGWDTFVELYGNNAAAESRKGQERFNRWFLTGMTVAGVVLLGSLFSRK
RGS4-Gao reg: modulates binding of RGS4 to human Galphao | binding response (% of control), % at 10 µM | AID 1415 | hit rate 0.33% among 220,000 | P09471 | Multiplexed bead flow cytometry; actives lie on both sides; in the data active = binding response below about 49% or above about 150%; inactive = in between;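 also: fluorescent Galphao activated with aluminum fluoride binding bead-coupled RGS4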
Bcl-2 Bim block: disrupts Bim peptide binding to human Bcl-2. P10415. Bead-based flow cytometry, Bim peptide-Bcl-2 binding. inhibition, % at 10 µM. AID 950. hit rate 0.06% among 190,000; in the data active = inhibition above about 40%; inconclusive = no clear call, values can overlap the other calls;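 also: 0% = no compound wells with probe peptide and 100% = reference peptide inhibitor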
Target sequence (P10415 whole entry, looked up): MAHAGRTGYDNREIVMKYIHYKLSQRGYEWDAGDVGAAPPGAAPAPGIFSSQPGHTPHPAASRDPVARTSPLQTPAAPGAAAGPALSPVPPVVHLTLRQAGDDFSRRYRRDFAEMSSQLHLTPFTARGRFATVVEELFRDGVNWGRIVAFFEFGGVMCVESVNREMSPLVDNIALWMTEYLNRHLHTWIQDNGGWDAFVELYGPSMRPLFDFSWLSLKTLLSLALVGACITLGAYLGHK
* marks the source's active call; other numbers are inactive results; ? = inconclusive; & = joins results of further samples. Rule as the data show it, unless noted: active = inhibition above about 40%.

canonical_smiles,Bim-Bfl-1,GSH bead fluor,Bim-Bcl-W,Bim-Bcl-B,ABCG2 inh,RGS8-Gao reg,RGS7-Gao reg,ABCB1 inh,Bim-Bcl-XL,RGS4-Gao reg,Bcl-2 Bim block
COc1ccc(CCNC(=O)C2CCN(Cc3nc(-c4ccccc4F)oc3C)CC2)cc1OC,-4.0,62,-1.0,0.0,-1.1,102.0,104.1,-0.5,-1.0,103.5,-4.0
CC1(C(=O)CSc2nc3ccccc3s2)CCC(=O)O1 (stereo not drawn),-14.0,27,-3.0,-7.0,-4.9,102.4,107.9,0.7,-4.0,102.1,-10.0
CCc1ccccc1OCC(=O)Nc1ccc(S(N)(=O)=O)cc1,-4.0,14,0.0,-2.0,4.4,99.6,97.9,0.5,-3.0,94.8,-3.0
COc1ccc(-n2cnc3ccccc32)cc1,-9.0,9,6.0,-5.0,1.1,99.9,98.5,0.3,-3.0,100.4,1.0
Cn1c(=O)c(=O)n(C)c2cc(S(=O)(=O)NCCOc3ccccc3Cl)ccc21,0.0,10,0.0,0.0,-0.3,101.8,100.4,-0.2,1.0,99.4,-1.0
Cc1nc2scc(-c3ccc(C(C)C)cc3)c2c(=O)n1N,-3.0,15,-1.0,-5.0,15.8,100.0,?,2.4,-2.0,102.6,-3.0
Cc1noc(C)c1CSc1nnc2sc3ccccc3n12,-5.0,4,-1.0,-4.0,2.3,104.5,103.6,0.2,0.0,105.4,-2.0
C=CCN1C(=O)C(CC(=O)Nc2ccccc2)N(Cc2ccccn2)C1=S (stereo not drawn),-7.0,13,-1.0,-3.0,5.6,102.4,100.4,0.4,-1.0,104.4,-3.0
Cc1ccc(S(=O)(=O)CC(c2ccccc2)N2CCOCC2)cc1 (stereo not drawn),-17.0,27,-2.0,-6.0,2.2,100.6,102.3,0.0,-8.0,99.2,-6.0
OC1(c2ccccc2)CCN(Cc2ccccc2)C2CCCCC21 (stereo not drawn),8.0,7,-3.0,1.0,2.1,102.6,101.9,0.8,-5.0,103.9,2.0
CC(C)Nc1nc(NC(C)(C)C)nc(Oc2ccc(=O)n(C)n2)n1,-9.0,16,1.0,-7.0,0.8,106.8,100.7,0.4,-2.0,102.4,0.0
Cc1ccc(C(=O)CSc2ccc(-c3cccnc3)nn2)cc1,-3.0,23,-3.0,-3.0,5.1,99.2,100.0,0.8,-5.0,100.8,-2.0
COc1cc(SC#N)ccc1N=Cc1c(C)[nH]n(-c2ccc(C)cc2C)c1=O,16.0,26,2.0,-10.0,21.4,95.9,98.5,0.9,-3.0,95.2,0.0
CCOC(=O)c1ccc2[nH]c3c(c2c1)CN(C)CC3,-7.0,26,-1.0,-5.0,0.9,102.3,96.4,0.5,-4.0,100.0,-7.0
COc1ccc(-c2cc(C(=O)NC(C(=O)O)C(C)C)c(C)o2)cc1OC (stereo not drawn),-14.0,22,0.0,-8.0,23.0,100.0,97.8,0.9,-4.0,97.8,-9.0
O=C(NCc1ccccc1)c1ccc2c(c1)OCCO2,1.0,9,0.0,0.0,0.1,109.6,104.7,-0.4,1.0,103.6,0.0
Cc1cc(C)n(-c2ccc(C(=O)OCC(=O)NC(c3ccccc3)c3ccccc3)cc2)n1,-1.0,17,-2.0,-4.0,5.5,103.0,100.7,0.8,-2.0,103.5,0.0
N#Cc1cn(CC(=O)O)c2ccccc12,0.0,12,2.0,1.0,-0.1,98.3,93.9,-0.1,0.0,94.5,2.0
CC1=CN2C(=NC(=O)CC2(C)C(=O)N(CC(=O)NC2CCCC2)c2cc(C)cc(C)c2)C=C1 (stereo not drawn),-7.0,16,2.0,-7.0,-0.7,104.9,101.2,-0.1,-1.0,98.5,-3.0
O=C(NCc1ccco1)c1cc([N+](=O)[O-])ccc1Cl,-1.0,25,0.0,-2.0,-1.0,101.2,?,-0.6,0.0,103.7,0.0
CN(C)/C=C1\C(=O)N(c2ccc([N+](=O)[O-])cc2)N=C1c1ccccc1,-2.0,36,-1.0,5.0,46.5,93.4,90.4,-0.4,-2.0,95.0,-1.0
CC(=O)Nc1cccc(/C(C)=N/NC(=S)NC(C)C)c1,-5.0,26,-2.0,-5.0,0.0,103.9,102.3,-0.1,-3.0,105.0,-4.0
O=C(CN(c1ccccn1)S(=O)(=O)c1ccccc1)N/N=C/c1cccc([N+](=O)[O-])c1,-2.0,12,-5.0,-3.0,-0.5,120.9,108.6,-0.2,-7.0,107.9,-1.0
O=C1c2ccccc2C(Nc2ccc3c(c2)OCCO3)N1Cc1ccco1 (stereo not drawn),-5.0,19,0.0,-4.0,-1.5,100.6,103.3,-2.1,-5.0,102.6,-6.0
CC(C)C(=O)NC(=S)Nc1ccc(S(=O)(=O)NC(C)(C)C)cc1,-2.0,23,0.0,-2.0,1.6,101.6,99.3,0.2,0.0,101.9,-3.0
C=C(C)CNC(=S)N/N=C(\C)c1ccc(Cl)s1,-4.0,19,-4.0,-20.0,0.4,97.9,95.9,-0.4,-11.0,94.2,-19.0
Cc1ccc(NS(=O)(=O)c2cc(C(=O)N3CCN(C)CC3)ccc2C)cc1C,-6.0,16,-4.0,-6.0,2.4,99.9,?,1.0,-5.0,95.8,-4.0
CCCN1CCN(C(=O)CCCNC(=O)Cn2cnc3sc(C)c(C)c3c2=O)CC1,-3.0,15,0.0,-2.0,0.4,102.5,105.8,0.0,-2.0,99.9,-1.0
O=C(CCNS(=O)(=O)c1ccc(Cl)cc1)NCc1ccccn1,-10.0,14,0.0,-8.0,0.9,102.1,102.1,0.3,-4.0,103.2,-5.0
Cc1cnc(C)c(N2CCN(Cc3nc(-c4ccc(C)o4)oc3C)CC2)n1,-7.0,16,-2.0,-9.0,-0.7,99.6,101.0,0.0,-5.0,100.9,-8.0
CCC(C)NC(=O)c1ccc(N2CCC3(CC2)OCCO3)c([N+](=O)[O-])c1 (stereo not drawn),-16.0,13,-1.0,-4.0,17.1,89.0,90.3,0.8,-5.0,93.5,-7.0
CCn1ncc(C(=O)Nc2ccc(S(=O)(=O)N3CCCC3)cc2)c1C,-22.0,23,-4.0,-12.0,18.5,101.0,101.3,0.1,-12.0,102.7,-17.0
Cn1c(=O)[nH]c(=O)c2c1nc(N1CCCC1)n2CCCSc1nc2ccccc2o1,0.0,28,-5.0,-6.0,10.1,98.0,93.5,2.6,-4.0,93.3,-1.0
O=C1C(CCS(=O)c2ccccc2)C(=O)N(c2ccccc2)N1c1ccccc1 (stereo not drawn),7.0,18,-3.0,-13.0,-0.5,97.4,101.2,0.0,-3.0,100.3,5.0
COCCSc1nnc(-c2cnccn2)o1,-10.0,27,2.0,-6.0,0.8,101.3,102.4,0.2,-2.0,100.4,1.0
N#Cc1c(C(F)(F)F)cc(-c2cccs2)nc1SCc1ccc(Cl)nc1,-11.0,59,0.0,-10.0,12.4,100.0,102.5,1.7,6.0,98.1,-8.0
COc1cc(NC(=O)c2ccccc2)c(OC)cc1Cl,-3.0,11,-1.0,-5.0,12.4,98.8,100.1,1.8,-2.0,101.9,-1.0
CCOc1ccc2nc(N3C(=O)/C(=C/c4ccc(Cl)cc4)NC3=S)sc2c1,-9.0,11,-9.0,-9.0,-15.1,101.9,101.5,-1.6,-9.0,100.6,-7.0
COc1cccc(/C=C/C(=O)OCC(=O)Nc2ccc(N3CCOCC3)cc2)c1OC,-2.0,20,4.0,-1.0,0.7,120.6,117.7,0.5,0.0,116.6,0.0
O=C(Nc1ccccc1OC(=O)c1ccc(Cl)cc1)c1ccc(Cl)cc1,-6.0,12,-6.0,-8.0,4.0,95.3,96.8,0.2,-7.0,93.9,-4.0
Cc1ccc(C(=O)CN(C(=O)c2ccc(Cl)c(Cl)c2)N2C(=O)C3C4C=CC(C4)C3C2=O)cc1 (stereo not drawn),-13.0,36,-2.0,-10.0,10.0,101.0,98.0,3.1,-4.0,100.2,-10.0
CCn1c(-c2csc(C(C)C)c2)n[nH]c1=S,0.0,10,-7.0,-21.0,-0.4,101.4,106.2,-0.2,-12.0,101.6,-6.0
Cc1cccc(C(C)C)c1NC(=O)COC(=O)COc1ccc2c(C)cc(=O)oc2c1,5.0,14,4.0,4.0,22.1,95.5,92.8,1.0,5.0,92.1,7.0
C=CCSc1nc(N)c2c(C)c(C)sc2n1,-5.0,45,-3.0,-7.0,12.6,108.6,108.0,2.5,-15.0,106.2,-11.0
CCOC(=O)C1CCCN(C(=S)NC2CCCCC2)C1 (stereo not drawn),-1.0,11,-4.0,-5.0,-1.0,104.7,105.2,-0.5,-4.0,106.3,-3.0
Cc1cc(C(=O)c2cnc(/N=C/N(C)C)s2)c(F)cc1Cl,2.0,13,0.0,-4.0,1.2,100.4,104.1,0.0,-5.0,101.9,7.0
CCCn1c(C)cc(/C=C(\C#N)C(=O)O)c1C,-3.0,15,-4.0,-6.0,-7.2,101.9,97.5,-2.1,-6.0,101.4,-1.0
CC1(C(=O)NC(=S)N(CCC#N)Cc2cccnc2)CC1(Cl)Cl (stereo not drawn),5.0,12,2.0,-1.0,-1.3,103.4,104.2,-0.6,0.0,104.6,0.0
Cc1sc2ncnc(OCC(=O)NCC3CCCO3)c2c1C (stereo not drawn),-3.0,22,0.0,-4.0,-2.7,105.9,100.6,0.2,3.0,112.5,-3.0
CC(C)NC(=O)Cn1c(=O)c2c(ncn2Cc2ccccc2)n(Cc2ccccc2)c1=O,-8.0,4,3.0,-1.0,0.4,101.9,102.9,0.3,0.0,106.5,-2.0

The results go on.
canonical_smiles,Bim-Bfl-1,GSH bead fluor,Bim-Bcl-W,Bim-Bcl-B,ABCG2 inh,RGS8-Gao reg,RGS7-Gao reg,ABCB1 inh,Bim-Bcl-XL,RGS4-Gao reg,Bcl-2 Bim block
O=C(C1CCN(c2nnc(-n3cccc3)s2)CC1)N1CCOCC1,-9.0,15,-5.0,-10.0,12.3,103.2,101.7,1.1,-10.0,98.8,-7.0
COc1cc(/C=C/C(=O)OCC(=O)N2CCC(Cc3ccccc3)CC2)ccc1O,-2.0,20,-4.0,-6.0,1.8,116.9,107.7,0.3,-4.0,107.8,0.0
COc1ccc(OC)c(N=CC2=C(O)CC(C)(C)CC2=O)c1,3.0,12,0.0,8.0,6.5,104.0,104.1,0.6,-1.0,104.0,8.0
O=C(Cc1cc(=O)[nH][nH]1)N/N=C/C(Cl)=C/c1ccccc1,-4.0&0.0,24&10,-2.0&0.0,0.0&0.0,-1.7&-1.3,102.1&99.3,101.0&91.0,-0.2&-0.6,0.0&-4.0,96.8&91.3,0.0&1.0
CN(C(=O)c1ccccc1Cl)c1ccccc1,-14.0,24,-1.0,-6.0,2.7,101.8,97.4,0.2,-1.0,99.5,-10.0
Cc1ccc(Cn2ccsc2=NC(=O)CCl)cc1,-4.0,12,-3.0,-5.0,0.8,101.7,105.9,0.2,-4.0,103.1,-1.0
